mut p53 react – mutant p53 pathway re-activators, primary screen, cell-based, SW480, luciferase, single point, HTS; SW480 PUMA-promoter luciferase, p53 mutant reactivation; activation, % at 9.98 µM; actives 1.5% (n = 28,000); AID 624151, 2012; in the data active = activation above about 52%; inconclusive = no clear call, values can overlap the other calls
STK33 kin inh – STK33 kinase inhibitors, primary screen, biochemical, luminescence, ADP-Glo, MBP substrate. Serine/threonine-protein kinase 33 (Homo sapiens), Q9BYT3. inhibition, % at 12.5 µM. actives 0.44% (n = 27,000); in the data active = inhibition above about 20%; inconclusive = no clear call, values can overlap the other calls
Target sequence (Q9BYT3 whole entry, looked up): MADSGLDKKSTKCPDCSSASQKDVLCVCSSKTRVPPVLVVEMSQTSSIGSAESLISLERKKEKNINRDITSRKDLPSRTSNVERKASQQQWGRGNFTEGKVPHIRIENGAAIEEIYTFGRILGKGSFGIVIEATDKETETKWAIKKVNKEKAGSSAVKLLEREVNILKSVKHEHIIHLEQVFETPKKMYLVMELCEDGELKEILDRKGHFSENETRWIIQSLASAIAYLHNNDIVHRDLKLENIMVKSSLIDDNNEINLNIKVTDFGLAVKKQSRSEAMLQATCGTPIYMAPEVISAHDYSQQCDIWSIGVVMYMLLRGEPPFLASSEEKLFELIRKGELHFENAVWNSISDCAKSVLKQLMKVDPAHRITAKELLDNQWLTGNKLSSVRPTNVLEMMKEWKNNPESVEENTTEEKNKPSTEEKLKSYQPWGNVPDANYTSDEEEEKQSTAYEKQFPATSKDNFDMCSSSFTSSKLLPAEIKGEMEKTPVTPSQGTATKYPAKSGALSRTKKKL
Numbers without * were called inactive; ? = inconclusive; . = not tested or not shown. Some of the compounds tested. The share of hits here may be higher or lower than overall.

structure | STK33 kin inh | mut p53 react
COc1ccc(-c2cc(=O)oc3cc(OC(C(=O)O)c4ccccc4)ccc23)cc1 (centres undefined) | -0.8 | -2.4
CCNS(=O)(=O)c1cc(C)ccc1-n1cnnn1 | 1.7 | -0.5
Cn1c(SCC(=O)Nc2ccccc2C(F)(F)F)nnc1-c1ccc(F)cc1 | -9.5 | 9.1
C[C@@H]1CCCCO[C@H](CN(C)C(=O)C2CCCCC2)[C@H](C)CN([C@H](C)CO)C(=O)c2cc(NS(=O)(=O)c3cccs3)ccc2O1 | . | -11.1
CS(=O)(=O)N(CC(=O)NC1CC2CCC1C2)c1cccc(C(F)(F)F)c1 (centres undefined) | -2.3 | 5.4
Cc1cc(C(=O)Nc2cccc3c2O[C@H](CN(C)CC2CC2)[C@@H](C)CN([C@H](C)CO)C3=O)n(C)n1 | . | 4.2
C[C@@H]1CN([C@@H](C)CO)C(=O)c2cc(N(C)C)ccc2O[C@H]1CN(C)S(=O)(=O)c1ccccc1 | . | 8.6
C[C@@H]1CCCCO[C@H](CN(C)Cc2ccc(C(F)(F)F)cc2)[C@@H](C)CN([C@H](C)CO)C(=O)c2cc(NC(=O)CCC(F)(F)F)ccc2O1 | 1.5 | .
C[C@@H]1CN([C@@H](C)CO)C(=O)CCCn2nncc2CO[C@@H]1CN(C)C(=O)c1ccccc1 | -1.0 | 2.8
COc1ccc(NC(=O)N(C)C[C@H]2Oc3ncc(-c4ccc(C#N)cc4)cc3C(=O)N([C@H](C)CO)C[C@@H]2C)cc1 | . | -9.6
Cc1ccc(C(=O)NCCNc2ccccc2[N+](=O)[O-])cc1 | 1.5 | -7.5
Cc1ccc(CN(C)C[C@H]2OCc3cn(nn3)CCCC(=O)N([C@H](C)CO)C[C@@H]2C)cc1 | -2.1 | 5.0
C[C@@H]1CCCCO[C@@H](CN(C)C)[C@H](C)CN([C@@H](C)CO)C(=O)c2cc(NC(=O)CCCN(C)C)ccc2O1 | . | -3.4
Cc1ccc(S(=O)(=O)N(C)CC(=O)Nc2ccc(Br)cc2C)cc1 | -2.7 | -3.2
CCCCNC(=O)NS(=O)(=O)c1ccc(C)cc1 | -4.9 | .
COc1ccc(NC(=O)N(C)C[C@H]2OCc3cnnn3CCCC(=O)N([C@@H](C)CO)C[C@@H]2C)c(OC)c1 | -2.2 | .
Cc1ccccc1S(=O)(=O)N(C)C[C@@H]1OCc2cnnn2CCCC(=O)N([C@@H](C)CO)C[C@H]1C | -2.3 | .
CCc1nnc(NS(=O)(=O)c2ccc(NC(=O)c3ccc(Br)cc3)cc2)s1 | -9.3 | -3.3
C[C@H](CO)N1C[C@H](C)[C@H](CN(C)S(=O)(=O)c2cccs2)OCCCC[C@H](C)Oc2ccc(NC(=O)CCCN(C)C)cc2C1=O | . | 3.7
C[C@@H]1CN([C@H](C)CO)C(=O)c2cc(NC(=O)NC3CCCCC3)ccc2O[C@@H]1CN(C)S(=O)(=O)c1cn(C)cn1 | . | 2.1
C[C@@H]1CCCCO[C@@H](CN(C)C)[C@H](C)CN([C@@H](C)CO)C(=O)c2cc(NC(=O)c3ccccc3)ccc2O1 | . | 6.9
O=C(CC1C(=O)N(c2ccc(F)cc2)C(=S)N1CCN1CCOCC1)Nc1ccc(F)cc1 (centres undefined) | -1.5 | 5.2
O=C(CCS(=O)(=O)c1ccc(Br)s1)NC(c1ccccc1)c1ccccc1 | . | -16.0
C/C=C/c1cnc2c(c1)C(=O)N([C@@H](C)CO)C[C@@H](C)[C@@H](CN(C)CC1CCOCC1)O2 | . | 6.4
O=C(/C=C\c1ccc2c(c1)OCO2)OCn1nnc2ccccc2c1=O | . | 0.5
C[C@@H]1CN([C@H](C)CO)C(=O)Cc2cc(NC(=O)Nc3ccc(F)cc3)ccc2O[C@@H]1CN(C)C(=O)Nc1ccc(F)cc1 | 1.9 | .
C[C@@H]1CN([C@H](C)CO)C(=O)c2cc(NS(=O)(=O)c3ccccc3)ccc2O[C@@H]1CN(C)C(=O)NC1CCCCC1 | . | 0.2
O=C(Nc1ccc2c(c1)[C@H]1C[C@H](CC(=O)N3CCc4ccccc4C3)O[C@H](CO)[C@H]1O2)C1CCOCC1 | . | 11.5
O=C(O)C(c1ccccc1)N1C(=O)/C(=C/c2ccncc2)SC1=S (centres undefined) | . | -7.7
CCOc1cc(CC(=O)N[C@@H](CC(C)C)c2ccccc2N2CCCCC2)ccc1C(=O)O | -5.9 | -9.6
COC(=O)N(C)C[C@@H]1OCc2cnnn2CCCC(=O)N([C@H](C)CO)C[C@H]1C | -1.1 | 10.3
CC(C)C#Cc1ccc2c(c1)O[C@@H](CN(C)Cc1ccncc1)[C@@H](C)CN([C@H](C)CO)S2(=O)=O | . | -13.1
C[C@@H]1CCCCO[C@@H](CN(C)C(=O)Nc2cccc3ccccc23)[C@H](C)CN([C@H](C)CO)C(=O)c2cc(NC(=O)c3ccncc3)ccc2O1 | . | -34.1
COc1ccc(C2CC(C(F)(F)F)n3ncc(C(=O)Nc4sc5c(c4C#N)CCC(C)C5)c3N2)cc1OC (centres undefined) | -1.0 | -9.2
Cc1nc2ncccn2c1-c1csc(NCc2ccco2)n1 | -2.9 | -3.2
O=C1CC(c2ccc(O)cc2)Oc2ccccc21 (centres undefined) | 1.7 | 39.0
C[C@@H]1CN([C@H](C)CO)C(=O)CCCn2cc(nn2)CO[C@@H]1CN(C)C(=O)c1ccncc1 | 0.5 | 1.0
C[C@@H]1CN([C@@H](C)CO)C(=O)c2cccc(NC(=O)C3CCOCC3)c2O[C@@H]1CN(C)S(=O)(=O)c1ccc(Cl)cc1 | . | 0.7
C[C@H](CO)N1C[C@H](C)[C@H](CN(C)C(=O)NC2CCCCC2)Oc2ccc(NC(=O)Cn3cnnn3)cc2CC1=O | 1.0 | -2.4
COC(=O)N(C)C[C@@H]1OCc2cn(nn2)CCCC(=O)N([C@@H](C)CO)C[C@H]1C | 7.5 | 8.0
COC1CC(O[C@H]2CC[C@]3(C)C4CC[C@@]5(C)C(=O)[C@]4(CC[C@@H]3C2)CC[C@@H]5C2=CC(=O)OC2)OC(C)C1OC1OC(COC2OC(CO)C(O)C(O)C2O)C(O)C(O)C1O (some centres undefined) | 1.2 | -64.6
C[C@H]1CN([C@@H](C)CO)C(=O)c2cc(C#CC3(O)CCCC3)cnc2O[C@@H]1CN(C)S(=O)(=O)c1ccc(F)cc1 | . | 2.4
O=C(CCN1CCCCC1)N1N=C(c2ccc(Cl)cc2)CC1c1ccco1 (centres undefined) | 3.3 | 14.9
CNC[C@@H]1Oc2ncc(-c3ccccc3)cc2C(=O)N([C@H](C)CO)C[C@@H]1C | -5.5 | 5.3
COc1ccccc1NC(=O)N(C)C[C@@H]1OCc2cn(nn2)CCCC(=O)N([C@H](C)CO)C[C@@H]1C | -1.1 | 0.0
O=C1O[C@H](c2ccccc2)[C@H](c2ccccc2)N2[C@H]1[C@@H](C(=O)N1CCN(c3ncccn3)CC1)[C@]1(C(=O)Nc3ccc(C#CCCO)cc31)[C@H]2c1ccc(O)cc1 | 5.8 | .
C=CC(C)(O)C(O)CC1C(=C)CCC2C(C)(C(=O)O)CCCC12C (centres undefined) | -2.0 | 0.1
COC(=O)c1cc(NC(=O)COc2ccccc2C)cc(C(=O)OC)c1 | -1.5 | -0.8
C[C@H]1CN([C@@H](C)CO)S(=O)(=O)c2ccc(/C=C/c3ccccc3)cc2O[C@H]1CN(C)C(=O)Nc1cccc(F)c1 | . | -49.2
CC(C)C#Cc1cnc2c(c1)C(=O)N([C@H](C)CO)C[C@H](C)[C@H](CN(C)Cc1ccc3c(c1)OCO3)O2 | . | -1.6
C[C@H](CO)N1C[C@H](C)[C@@H](CN(C)C(=O)Nc2ccc(C(F)(F)F)cc2)Oc2ccc(NC(=O)Nc3ccc4c(c3)OCO4)cc2C1=O | 2.5 | -35.8
C/C=C1/CN2CCC1C(CO)(C(=O)OC)c1[nH]c3ccccc3c1C2 (centres undefined) | 2.1 | -17.6
C[C@@H]1CN([C@@H](C)CO)C(=O)c2cc(NC(=O)Nc3ccc(F)cc3)ccc2O[C@H]1CN(C)S(=O)(=O)c1cn(C)cn1 | . | 0.5
C[C@@H]1CCCCO[C@H](CN(C)C(=O)c2ccccc2)[C@@H](C)CN([C@H](C)CO)C(=O)c2cc(NS(=O)(=O)c3ccccc3)ccc2O1 | -0.8 | 4.2
C[C@@H]1CN([C@@H](C)CO)C(=O)CCCn2cc(nn2)CO[C@@H]1CN(C)C(=O)CCCN(C)C | -1.0 | 8.5
CO[C@H](C(=O)N(C)C[C@@H]1OCc2ccccc2-c2c(n(C)c3ccccc23)C(=O)N([C@@H](C)CO)C[C@@H]1C)c1ccccc1 | . | 5.8
C[C@@H]1CN([C@H](C)CO)C(=O)Cc2cc(NC(=O)NC3CCCCC3)ccc2O[C@H]1CN(C)S(=O)(=O)c1cn(C)cn1 | -3.3 | -1.5
CNC(=O)CN(c1cc([N+](=O)[O-])ccc1OC)S(C)(=O)=O | -8.2 | -15.6
Cc1ccc(NC(=O)CCCN2C(=O)c3ccccc3C2=O)cc1 | 0.9 | 11.8
O=C(CSc1ccccc1)Nc1cccc(Oc2ccc3c(c2)C(=O)NC3=O)c1 | 5.6 | 5.3

Whole records as entered above. Order of values: STK33 kin inh, mut p53 react
`C[C@H](CO)N1C[C@H](C)[C@@H](CN(C)C(=O)Nc2ccc(C(F)(F)F)cc2)Oc2ccc(NC(=O)Nc3ccc4c(c3)OCO4)cc2C1=O` is entered as 2.5, -35.8
`C[C@@H]1CN([C@H](C)CO)C(=O)Cc2cc(NC(=O)NC3CCCCC3)ccc2O[C@H]1CN(C)S(=O)(=O)c1cn(C)cn1` is entered as -3.3, -1.5
`C/C=C1/CN2CCC1C(CO)(C(=O)OC)c1[nH]c3ccccc3c1C2` (centres undefined) is entered as 2.1, -17.6
`COC(=O)c1cc(NC(=O)COc2ccccc2C)cc(C(=O)OC)c1` is entered as -1.5, -0.8
`C[C@H]1CN([C@@H](C)CO)S(=O)(=O)c2ccc(/C=C/c3ccccc3)cc2O[C@H]1CN(C)C(=O)Nc1cccc(F)c1` is entered as ., -49.2

Random excerpt: 2 records from the list, in no set order.
structure | STK33 kin inh | mut p53 react
O=C(CSc1ccccc1)Nc1cccc(Oc2ccc3c(c2)C(=O)NC3=O)c1 | 5.6 | 5.3
C[C@@H]1CN([C@@H](C)CO)C(=O)c2cc(NC(=O)Nc3ccc(F)cc3)ccc2O[C@H]1CN(C)S(=O)(=O)c1cn(C)cn1 | . | 0.5

Further compounds:
structure | STK33 kin inh | mut p53 react
COc1ccc(S(=O)(=O)N(C)C[C@H]2Oc3ccc(NS(=O)(=O)c4c(C)noc4C)cc3CC(=O)N([C@@H](C)CO)C[C@@H]2C)cc1 | 1.3 | .
COc1ccc(S(=O)(=O)N(C)C[C@H]2Oc3ccc(NC(=O)Nc4ccccc4)cc3C(=O)N([C@@H](C)CO)C[C@@H]2C)cc1 | -6.6 | .
COc1c(N2CCNC(C)C2)c(F)cc2c(=O)c(C(=O)O)cn(C3CC3)c12 (centres undefined) | 2.8 | .
COC(=O)C[C@H]1C[C@H]2c3cc(NC(=O)Nc4ccccc4F)ccc3O[C@H]2[C@@H](CO)O1 | . | 10.7
COc1ccc(NC(=O)N(C)C[C@@H]2Oc3ncc(-c4cccc(C(F)(F)F)c4)cc3C(=O)N([C@H](C)CO)C[C@@H]2C)cc1 | -0.5 | -2.8
COc1ccc(C#Cc2ccc3c(c2)[C@]2(C(=O)N3)[C@H](c3ccc(OCCO)cc3)N3[C@H](c4ccccc4)[C@H](c4ccccc4)OC(=O)[C@H]3[C@@H]2C(N)=O)cc1 | ? | .
C[C@@H]1CN([C@@H](C)CO)C(=O)c2cc(NC(=O)Nc3ccc4c(c3)OCO4)ccc2O[C@H]1CN(C)C(=O)Nc1ccccc1 | . | -0.9
COCCOC(=O)N1C(=O)[C@@]2(c3ccccc31)[C@H](c1ccc(O)cc1)N1[C@H](c3ccccc3)[C@H](c3ccccc3)OC(=O)[C@H]1[C@@H]2C(=O)NC[C@H](O)c1ccccc1 | 3.0 | .
C=CC1CCC(N(Cc2ccccc2)S(=O)(=O)c2ccc(C)cc2)C(O)C1 (centres undefined) | . | 6.7
C[C@H](CO)N1C[C@H](C)[C@@H](CN(C)Cc2ccncc2)Oc2c(NC(=O)Nc3ccc(C(F)(F)F)cc3)cccc2C1=O | . | 10.2
Cc1c(Cl)cccc1NC(=O)CSc1nnc(-c2ccc(NC(=O)c3ccccc3Br)cc2)n1C | -6.8 | -15.3
COc1ccc(CN(C)C[C@@H]2Oc3ccc(NS(=O)(=O)c4ccc(F)cc4)cc3CC(=O)N([C@H](C)CO)C[C@H]2C)cc1 | -0.7 | .
C[C@H](CO)N1C[C@H](C)[C@H](CN(C)C(=O)Nc2ccc3c(c2)OCO3)Oc2ncc(Br)cc2C1=O | 0.1 | 5.4
C[C@H]1CN([C@@H](C)CO)C(=O)Cc2cc(NC(=O)Nc3ccc(F)cc3)ccc2O[C@H]1CN(C)Cc1ccc(-c2ccccc2)cc1 | -0.7 | .
CCCn1c(SCc2nc(-c3cccs3)no2)nnc1-c1ccncc1 | 3.1 | -3.8
COc1ccc(CN(C)C[C@H]2Oc3c(NC(=O)Nc4cccc5ccccc45)cccc3C(=O)N([C@H](C)CO)C[C@H]2C)cc1 | . | -5.9
C[C@H](CO)N1C[C@H](C)[C@H](CN(C)Cc2ccc(Cl)c(Cl)c2)Oc2c(NS(C)(=O)=O)cccc2C1=O | . | 8.5
CSc1ccccc1NC(=O)CN(c1cc(Cl)ccc1C)S(C)(=O)=O | -7.0 | -9.9

Screening data deposited in PubChem BioAssay by Broad Institute.
